Bioassay records deposited in PubChem by several laboratories.
XIAP antagonists: XIAP antagonists, biochemical, IAP family, fluorescence polarization (AID 1018). E3 ubiquitin-protein ligase XIAP (Homo sapiens). XIAP BIR domain, fluorescence polarization peptide displacement; higher % means a stronger effect. displacement, % at 20 µM; hits with a dose series show IC50 in µM. 200,000 tested, 0.007% active; in the data active = displacement above about 50%; also: a part of the inactive calls stands beside numbers as strong as those of hits
PMI inhibition: human PMI inhibitors, high substrate, primary screen, biochemical, fluorescence intensity, high mannose 6-phosphate (AID 1220) | Mannose-6-phosphate isomerase (Homo sapiens) | 190,000 tested, 0.66% active | inhibition, % at 20 µM; hits with a dose series show IC50 in µM | recombinant PMI enzyme, coupled fluorescence intensity; higher % means a stronger effect
M1AAP inhibition: P. falciparum M1AAP inhibitors, biochemical, fluorogenic H-Leu-NHMec substrate, 1536-well (AID 1445). one-dose inhibition, % at 30 µM; IC50 in µM for titrated hits. 220,000 tested, 0.42% active. Aminopeptidase N (Plasmodium falciparum (isolate 3D7)). recombinant M1AAP, H-Leu-NHMec fluorogenic kinetic assay; higher % means a stronger effect;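 active = primary inhibition above the hit cutoff, then over 50% inhibition at one or more dose response concentrations, cut at about 23% in these data, passing the limit was not always enough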;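 also: plate controls were DMSO full reaction for no effect and no enzyme background for full effect; strong numbers were not always called active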
AID2073: inhibitors of Mint1-CaV2.2 protein interaction, biochemical, HTRF (AID 2073). HTRF protein-protein interaction, Mint1-CaV2.2; higher % means a stronger effect. 290,000 tested, 0.19% active. one-dose inhibition, % at 20 µM; IC50 in µM for titrated hits; in the data active = inhibition mostly above about 51%, no sharp cut-off; also: some results filed as inactive read as strong as hits
Dynein cargo inh: inhibitors of GR-EGFP nuclear translocation, primary screen, dynein cargo transport inhibitor project, imaging, high-content, 3617.4 mouse cells; test concentration mostly 20 µM; stimulated with dexamethasone, 1 µM; hits give low values; z-score, hits read low; 220,000 tested, 0.47% active; AID 1381, 2008;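 active = plate z-score of nuclear minus cytoplasmic receptor signal below a set negative limit, without overly bright fluorescence or cell loss, cut at about -3.5 in these data, passing the limit was not always enough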;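 also: z-score of nuclear minus cytoplasmic ring GR-EGFP intensity difference per well; some compounds called inactive have numbers as strong as hits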
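Schedule: 48 h induction, then 1 h compound, then 30 min agonist, 37 °C. Buffer or medium: tetracycline-free induction medium containing charcoal-stripped FBS. Reagent: 1.0 µM final dexamethasone stimulus. Evaluation: nuclear versus cytoplasmic GR-EGFP signal, averaged per well. Signal: high-content fluorescence imaging after fixation.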
M17LAP inhibition: P. falciparum M17LAP inhibitors, primary screen, biochemical, fluorogenic H-Leu-NHMec substrate, 1536-well (AID 1619) | recombinant M17LAP, H-Leu-NHMec fluorogenic kinetic assay; higher % means a stronger effect | inhibition, % at 30 µM, or IC50 in µM where a hit was titrated | 220,000 tested, 0.38% active;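 active = compound inhibiting the enzyme by more than half at any dose during confirmatory dose-response retesting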;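 also: plate controls were full reaction with DMSO carrier for no effect and no enzyme background for full effect; strong numbers were not always called active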
SIAH1 antagonists: Siah-1 peptide-binding antagonists, primary screen, biochemical, fluorescence polarization, rhodamine-plectin, uHTS (AID 1817); E3 ubiquitin-protein ligase SIAH1 (Homo sapiens); Siah-1 / rhodamine-plectin peptide fluorescence polarization; higher % means a stronger effect; one-dose displacement, % at 20 µM; IC50 in µM for titrated hits; 290,000 tested, 0.02% active;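 active = displacement of at least 50% at 20 µM, with a fluorescence ratio check between 0.3 and a set limit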;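 also: plate controls were Siah plus tracer with DMSO for no effect and tracer alone without Siah for full effect; strong numbers were not always called active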
PMI inhibitors: inhibitors of human PMI, primary screen, biochemical, fluorescence intensity, coupled assay (AID 1209) | Mannose-6-phosphate isomerase (Homo sapiens) | purified PMI enzyme, coupled fluorescence intensity; higher % means a stronger effect | inhibition, % at 20 µM, or IC50 in µM where a hit was titrated | 190,000 tested, 0.42% active;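 also: plate controls were DMSO vehicle for no effect and wells lacking substrate for full effect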
LYP phosphatase: inhibitors of LYP phosphatase, biochemical, fluorescence intensity, uHTS (AID 1779); recombinant LYP phosphatase, fluorescence intensity; higher % means a stronger effect; Tyrosine-protein phosphatase non-receptor type 22 (Homo sapiens); 290,000 tested, 0.054% active; inhibition, % at 11.5 µM; hits with a dose series show IC50 in µM;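 also: plate controls were vehicle with enzyme for no effect and no enzyme for full effect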
Dynein cargo inh cytoplasmic EGFP: second read-out of Dynein cargo inh, no call of its own (marks repeat the call); z-score; measured here: cytoplasmic GR-EGFP intensity; hits give high values
Dynein cargo inh nuclear GR-EGFP: also measured in Dynein cargo inh; calls as there; z-score; measured here: nuclear GR-EGFP intensity;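 lower value marks the stronger effect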
Dynein cargo inh cell count: also measured in Dynein cargo inh; calls as there; z-score; measured here: cell count per field
* hit, by the source's call; x = not tested or not shown. Rule as the data show it, unless noted: active = inhibition above about 50%; inactive = the rest.

SMILES | XIAP antagonists | PMI inhibition | M1AAP inhibition | AID2073 | Dynein cargo inh | Dynein cargo inh cytoplasmic EGFP | Dynein cargo inh nuclear GR-EGFP | Dynein cargo inh cell count | M17LAP inhibition | SIAH1 antagonists | PMI inhibitors | LYP phosphatase
COc1ccc(-c2[nH]ncc2CN2CCC(c3ccncc3)CC2)cc1F | x | x | 4% | 8% | -0.21 | 0.13 | -0.072 | -0.1 | 0% | 1% | x | -7%
C=CCc1ccc(OCCOc2cccc3cccnc23)c(OC)c1 | -3.6% | 19% | -4% | 5% | 1.4 | -0.28 | 0.25 | -0.42 | 10% | 0% | 13% | -4%
Cc1c(Cc2ccc3c(c2)OCO3)sc(NC(=O)c2cccc3ccccc23)c1C(N)=O | -9.2% | 25% | 5% | 14% | -0.85 | -0.14 | 0.26 | 0.47 | -10% | 0% | 57%* | 8%
C[C@H](NC(=O)c1nc[nH]c1C(=O)N[C@H](C)c1ccccc1)C(=O)OC(C)(C)C | -11% | 12% | -7% | 8% | -1.4 | 0.052 | -0.42 | 0.5 | -3% | 6% | 16% | 1%
C=CC[n+]1c(-c2ccc(C)cc2)csc1Nc1c(C)n(C)n(-c2ccccc2)c1=O | -3.2% | 12% | -2% | -5% | 0.67 | -0.16 | 0.24 | -0.86 | 37% | 7% | 12% | -7%
CC(NS(=O)(=O)c1ccc(Br)cc1)C(=O)NCc1ccco1 (stereo unspecified) | -5.0% | -2% | 1% | 4% | -0.88 | -0.22 | -0.6 | 0.24 | 0% | -4% | -9% | -6%
CC(OC(=O)c1ccc2ncsc2c1)C(=O)N1CCCC1 (stereo unspecified) | -3.4% | -5% | 11% | -8% | -0.41 | -0.33 | -0.49 | 0.84 | 4% | -4% | -8% | 2%
Cc1cccc(C(=O)NC2CCN(C(=O)Nc3ccccc3C)CC2)c1 | -4.6% | 4% | 6% | -2% | 0.63 | 0.52 | 1.3 | -1 | 2% | -5% | 6% | -4%
O=C1C2C(c3ccccc3)CC=CC2[C@H](c2cccc([N+](=O)[O-])c2)N1Cc1ccccc1 (stereo partly specified) | x | x | 8% | 14% | -0.37 | -0.4 | -0.19 | 0.31 | 6% | -2% | x | 2%
OCCCNc1nc(-c2ccc(Br)cc2)nnc1-c1ccc(Cl)cc1 | -9.6% | 12% | 6% | -2% | -0.46 | -0.3 | -0.16 | 0.33 | -9% | -4% | 12% | -2%
Cc1cc(C)cc(NC(=O)Oc2ccccc2N2CCCCC2)c1 | x | x | 0% | -14% | -0.35 | -0.17 | 0.71 | -0.61 | 5% | 2% | x | -5%
NC(=O)c1cc2ccncc2c2ccccc12 | x | x | 3% | 9% | -0.5 | 0.065 | 0.22 | 0.16 | -3% | 0% | x | -4%
N/C(CC(=O)NC1CCCCC1)=N\OCC(=O)Nc1ccc(Cl)c(Cl)c1 | x | x | 7% | 11% | -0.48 | 0.0093 | 0.4 | -0.77 | 5% | -2% | x | -2%
Cc1ccc(NC(=O)Cn2nnc3ccccc32)c(C)c1 | 5.5% | 8% | 5% | -6% | 0.15 | -0.27 | 0.14 | -0.049 | 0% | -4% | 8% | -6%
O=c1oc2cc(S(=O)(=O)NCCCO)ccc2c2ccc(S(=O)(=O)NCCCO)cc12 | x | x | 13% | 32% | -0.92 | -0.18 | -0.053 | 0.34 | 4% | -1% | x | -5%
COc1ccc(-c2cccc(C(=O)Nc3ccc(C)cc3)c2)cc1 | -2.9% | -9% | 1% | 34% | 0.22 | -0.37 | 0.26 | -0.22 | -3% | 3% | 0% | -1%
CCOC(=O)C(CC)(CC)C(=O)/C=C/c1ccc(OC)cc1 | x | x | 3% | 9% | -1.1 | -0.089 | -0.37 | 0.48 | 3% | -4% | x | 4%
CCOc1ccccc1NC(=O)CC1SC(=N)N(c2ccccc2)C1=O (stereo unspecified) | -2.9% | 7% | 3% | 8% | -0.4 | 0.14 | -0.37 | 0.76 | -7% | 12% | -3% | -3%
COc1ccc(N=C2C(=O)N3CCCc4cccc2c43)cc1 | -6.5% | 45% | -1% | -10% | -0.53 | -0.24 | -0.35 | -0.29 | 12% | -1% | 10% | -8%
Cc1ccc(NC(=O)N2CCCN(Cc3ccc(F)cc3)C2)cc1C | -1.9% | 0% | 2% | -2% | 1.9 | -0.2 | 1.4 | -1.6 | -13% | 2% | 3% | -8%

Reformatted as comma-separated lines: part of the list above
Compound,XIAP antagonists,PMI inhibition,M1AAP inhibition,AID2073,Dynein cargo inh,Dynein cargo inh cytoplasmic EGFP,Dynein cargo inh nuclear GR-EGFP,Dynein cargo inh cell count,M17LAP inhibition,SIAH1 antagonists,PMI inhibitors,LYP phosphatase
Cc1ccc(NC(=O)Cn2nnc3ccccc32)c(C)c1,5.5%,8%,5%,-6%,0.15,-0.27,0.14,-0.049,0%,-4%,8%,-6%
O=c1oc2cc(S(=O)(=O)NCCCO)ccc2c2ccc(S(=O)(=O)NCCCO)cc12,x,x,13%,32%,-0.92,-0.18,-0.053,0.34,4%,-1%,x,-5%
COc1ccc(-c2cccc(C(=O)Nc3ccc(C)cc3)c2)cc1,-2.9%,-9%,1%,34%,0.22,-0.37,0.26,-0.22,-3%,3%,0%,-1%
CCOC(=O)C(CC)(CC)C(=O)/C=C/c1ccc(OC)cc1,x,x,3%,9%,-1.1,-0.089,-0.37,0.48,3%,-4%,x,4%
CCOc1ccccc1NC(=O)CC1SC(=N)N(c2ccccc2)C1=O (stereo unspecified),-2.9%,7%,3%,8%,-0.4,0.14,-0.37,0.76,-7%,12%,-3%,-3%
COc1ccc(N=C2C(=O)N3CCCc4cccc2c43)cc1,-6.5%,45%,-1%,-10%,-0.53,-0.24,-0.35,-0.29,12%,-1%,10%,-8%
Cc1ccc(NC(=O)N2CCCN(Cc3ccc(F)cc3)C2)cc1C,-1.9%,0%,2%,-2%,1.9,-0.2,1.4,-1.6,-13%,2%,3%,-8%

(next part)
SMILES | XIAP antagonists | PMI inhibition | M1AAP inhibition | AID2073 | Dynein cargo inh | Dynein cargo inh cytoplasmic EGFP | Dynein cargo inh nuclear GR-EGFP | Dynein cargo inh cell count | M17LAP inhibition | SIAH1 antagonists | PMI inhibitors | LYP phosphatase
Cc1cnn(CCC(=O)NNC(=S)NCC(C)C)c1 | -13% | 17% | 1% | -27% | -0.29 | -0.28 | -0.17 | -0.019 | 20% | 0% | 39% | -7%
Cc1ccc2nc(C)c(C(=O)O)cc2c1 | -12% | -3% | 2% | 20% | -0.0028 | -0.21 | 0.047 | 0.21 | -1% | -1% | -20% | -3%
Cc1ccc(-n2c(SCC(=O)NCc3ccco3)nc3sc4c(c3c2=O)CC(C)(C)SC4)cc1 | 0.5% | 6% | 5% | 27% | 0.62 | -0.23 | -0.74 | 0.014 | -10% | -3% | 10% | 12%
CC(C)NS(=O)(=O)c1ccc2c(c1)oc(=O)n2C | -4.3% | 4% | 4% | -13% | 0.48 | -0.12 | 0.61 | 0.42 | -10% | 3% | 4% | -4%
CCC(=NC(CC)CO)C1=C(O)CC(C)(C)CC1=O (stereo unspecified) | 5.2% | -3% | 0% | 3% | 1.2 | -0.087 | 1.8 | -1.9 | -1% | -3% | -2% | -9%
Cn1cccc1/C=N/n1cnnc1 | -2.5% | -4% | 0% | 4% | 0.95 | 0.13 | 0.95 | -0.77 | 4% | -3% | -7% | -7%
C#CCSc1nnc(-c2ccc([N+](=O)[O-])cc2)o1 | -3.0% | 2% | 6% | 1% | 0.64 | -0.09 | 0.23 | 0.17 | -2% | 2% | -11% | -6%
Cc1cnc(NC(=O)c2c(O)c3cccc4c3n(c2=O)CCC4)s1 | -4.8% | 9% | 2% | 2% | 0.28 | -0.2 | 0.31 | 0.31 | -2% | -4% | 14% | -4%
CC(=O)N1N=C(C)CC1c1ccc(OCc2ccccc2)cc1 (stereo unspecified) | -14% | -3% | 5% | 3% | -0.81 | 1.1 | -0.22 | 0.56 | -3% | 7% | 4% | -6%
O=c1sc2ccccc2n1COc1ccccc1 | -14% | -1% | x | -6% | 0.48 | -0.37 | 0.25 | -0.18 | x | 2% | -1% | -6%
Cc1cc(Br)ccc1NC(=O)c1ccccc1-c1ccccc1 | -6.5% | 19% | -3% | 4% | 1.4 | -0.15 | 1 | -0.94 | -2% | 3% | 16% | -2%
COc1cc2nc(C)sc2cc1SC | -3.9% | -11% | 7% | -2% | -0.58 | -0.32 | 0.35 | 0.64 | -4% | 3% | -6% | -12%
O=C(Nc1ccc(Cl)cn1)c1ccc(COCC(F)(F)C(F)F)o1 | -2.1% | 11% | 0% | -3% | -0.98 | -0.2 | -0.61 | 0.4 | 0% | 0% | 13% | 0%
O=C(COc1ccc2ccccc2c1Br)Nc1ncn[nH]1 | -16% | 16% | 5% | 2% | 0.89 | -0.26 | 0.5 | 0.52 | 1% | 0% | 12% | -5%
CCN(Cc1ccccc1)C(=O)Cn1c(=O)n(CC(=O)NCc2ccco2)c(=O)c2sccc21 | -2.3% | -3% | 8% | -2% | 3.7 | -0.085 | 2 | -2 | -2% | 3% | -3% | -2%
CCCn1c(SCC(=O)N2N=C3/C(=C/c4ccc(OC)cc4)CCCC3C2c2ccc(OC)cc2)n[nH]c1=O (stereo unspecified) | -7.1% | 6% | 3% | 19% | -0.37 | -0.2 | 0.17 | -0.46 | -13% | 4% | 16% | 4%
CCOC(=O)CN(C(=O)CSc1nnc2c(n1)[nH]c1ccc(F)cc12)c1ccccc1 | -3.7% | 4% | 12% | -7% | -0.4 | -0.18 | -0.9 | 0.2 | 3% | -1% | 7% | 2%
C=CCn1c(SCC(=O)c2ccc(NS(=O)(=O)c3ccccc3)cc2)nnc1-c1cccs1 | -8.8% | -16% | 10% | -12% | -0.73 | -0.12 | 0.074 | 0.88 | 15µM* | 2% | 2% | 6%
CC(C)C(=O)Nc1ccc(NC(=S)NC(=O)c2ccc([N+](=O)[O-])cc2)cc1 | -1.5% | 4% | -1% | -14% | -0.59 | 0.47 | -0.17 | 0.53 | 2% | 4% | 4% | -5%
